TRb SRC2 PPI – qHTS for Inhibitors of the Interaction of Thyroid Hormone Receptor and Steroid Receptor Coregulator 2. AID 1469, 2008. 280,000 tested, 0.065% active. TRbeta-SRC2 peptide binding, fluorescence polarization; receptor liganded with 1 µM T3. Potency, µM (series often up to 106 µM), for inactives: at the top dose activity change, negative = inhibition, usual class: inhibitors;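 note: plate controls were bound peptide for no effect and peptide without receptor for full effect; nearly all actives have a fitted effect of over 50% in size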
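Each compound concentration gave % activity, normalized to unbound and bound Texas Red SRC2 controls, from polarization read after 5 hr ambient incubation with T3-loaded human TRb LBD.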
RGS12 GoLoco inh – qHTS Assay for Inhibitors of RGS12 GoLoco Motif Activity (Red Fluorophore). Guanine nucleotide-binding protein G(i) subunit alpha-1 (Homo sapiens), P63096. Gai1:RGS12 GoLoco peptide FP, rhodamine, 10 min. Potency, µM (top dose mostly 61.6 µM), for inactives: top-dose activity, negative = inhibition, usual class: inhibitors. 230,000 tested, 0.44% active; active = well fitted inhibition curve with a large enough effect, not every such curve was filed as active; inactive = no such curve, though single readings can be large or run the other way; note: nearly all actives have a fitted effect of over 30% in size; many of its hits are not listed in these tables
Target sequence (P63096 whole entry, looked up): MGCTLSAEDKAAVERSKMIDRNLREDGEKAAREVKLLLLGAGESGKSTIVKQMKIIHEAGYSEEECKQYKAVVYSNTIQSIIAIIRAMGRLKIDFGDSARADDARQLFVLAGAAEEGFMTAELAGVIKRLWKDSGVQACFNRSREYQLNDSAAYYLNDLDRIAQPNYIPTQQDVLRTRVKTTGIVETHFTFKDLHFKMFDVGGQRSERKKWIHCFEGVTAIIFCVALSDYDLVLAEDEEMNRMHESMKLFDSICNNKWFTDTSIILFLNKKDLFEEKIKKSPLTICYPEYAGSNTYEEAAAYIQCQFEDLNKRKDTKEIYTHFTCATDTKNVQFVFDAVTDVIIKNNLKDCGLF
RECQ1 helicase – qHTS Assay for Inhibitors of RecQ-Like Dna Helicase 1 (RECQ1) | RECQ1 DNA unwinding, red fluorescence kinetic read | Potency, µM (highest dose often 57.3 µM), for the others: at the highest dose activity, negative = inhibition, hits mostly inhibitors | AID 2549, 2010 | ATP-dependent DNA helicase Q1 (Homo sapiens), P46063 | 240,000 tested, 0.54% active;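 note: plate controls were vehicle for no effect and no enzyme for full effect; nearly all actives have a fitted effect of over 30% in size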
Target sequence (P46063 whole entry, looked up): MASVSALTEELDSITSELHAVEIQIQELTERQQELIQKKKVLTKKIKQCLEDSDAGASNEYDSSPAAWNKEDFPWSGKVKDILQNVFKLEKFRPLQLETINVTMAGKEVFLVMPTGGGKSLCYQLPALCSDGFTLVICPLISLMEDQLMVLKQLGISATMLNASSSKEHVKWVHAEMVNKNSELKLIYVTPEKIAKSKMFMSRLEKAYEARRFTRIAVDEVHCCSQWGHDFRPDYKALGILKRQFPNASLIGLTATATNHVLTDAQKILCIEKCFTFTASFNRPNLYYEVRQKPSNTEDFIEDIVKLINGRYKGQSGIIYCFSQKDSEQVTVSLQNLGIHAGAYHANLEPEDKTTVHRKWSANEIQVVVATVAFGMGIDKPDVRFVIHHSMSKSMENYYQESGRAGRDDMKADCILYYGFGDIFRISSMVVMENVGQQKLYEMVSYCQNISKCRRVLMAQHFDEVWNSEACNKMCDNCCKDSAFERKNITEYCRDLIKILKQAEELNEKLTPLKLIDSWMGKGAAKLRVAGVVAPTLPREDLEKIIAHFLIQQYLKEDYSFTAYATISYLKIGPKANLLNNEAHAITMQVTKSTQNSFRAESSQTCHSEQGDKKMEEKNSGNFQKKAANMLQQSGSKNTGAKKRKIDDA
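50 nM RECQ1T1 preincubated 15 min with compound in Tris pH 8.0 buffer with MgCl2, DTT, Tween-20 and 2.5 ug/ml poly(dI-dC); started with 200 nM TAMRA/BHQ-2 forked duplex and 2 mM ATP. Unwinding read as fluorescence (525/598 nm), two reads 2 h apart.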
TexasRed fluor – Total Fluorescence Counterscreen for Inhibitors of the Interaction of Thyroid Hormone Receptor and Steroid Receptor Coregulator 2 | TRb/SRC2 Texas Red total fluorescence interference | Potency, µM (series often up to 106 µM), for inactives: at the top dose fluorescence change, negative = quenching | 280,000 tested, 0.29% active; active = well fitted curve in either direction with a large enough effect; inconclusive = small, poorly fitted or top-dose-only effect
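Human TRb ligand-binding domain at 0.6 uM with 20 nM Texas Red SRC2 peptide in Tris buffer containing 1 uM T3 and 5% DMSO, incubated with compound 5 h at ambient temperature. Total fluorescence (555/632 nm) calculated as parallel + 2 × perpendicular.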
GAA inhib – qHTS Assay for Inhibitors of Human alpha-Glucosidase as a Potential Chaperone Treatment of Pompe Disease; purified human GAA, 4-MU-alpha-glucoside fluorescence; Lysosomal alpha-glucosidase (Homo sapiens), P10253; AID 1466, 2008; Potency, µM (series often up to 76.9 µM), for the others: top-dose activity change, negative = inhibition, most hits filed as inhibitors; 200,000 tested, 0.005% active;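 note: plate controls were uninhibited enzyme wells for no effect and no-enzyme background for full effect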
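Compounds are titrated up to 77 uM against 4 nM human enzyme. Substrate 4-methylumbelliferyl-alpha-D-pyranoside (400 uM) reacts 20 min at room temperature in pH 5.0 buffer; liberated 4-methylumbelliferone is read at 440 nm.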
GAA spleen mod – qHTS Assay for Inhibitors and Activators of Human alpha-Glucosidase From Spleen Homogenate; 240,000 tested, 0.006% active; Potency, µM (series often up to 79.9 µM), inactives show at the top dose activity change, negative = inhibition, actives largely listed as inhibitors; human spleen homogenate, 4-MU-alpha-glucoside fluorescence;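 note: 0% = enzyme with vehicle and -100% = no enzyme basal signal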
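Human spleen homogenate (1 ug) with 4-methylumbelliferyl-alpha-D-glucopyranoside (1 mM final) in 50 mM citrate/phosphate pH 5.0, 0.01% Tween-20; 40 min at 37 C. Stopped at pH 10; 4-MU fluorescence Ex 365/Em 440 nm; AC50 by Hill fit.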
L3MBTL1 inh – qHTS Assay for the Inhibitors of L3MBTL1. Potency, µM (top dose mostly 57.1 µM), inactives show at the highest dose activity, negative = inhibition, actives largely listed as inhibitors. 230,000 tested, 0.66% active. AID 485360, 2010. AlphaScreen L3MBTL1–H3K9me1 peptide binding; note: nearly all actives have a fitted effect of over 60% in size
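L3MBTL1 50 nM + b-AHA-H3(1-15)K9me1 75 nM, 30 min RT; compound added, 30 min RT; streptavidin donor/Ni-chelate acceptor beads 10 ug/mL each final, 30 min RT dark; AlphaScreen read.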
GAA glycogen mod – qHTS Assay for Inhibitors and Activators of Human alpha-Glucosidase Cleavage of Glycogen | recombinant GAA, glycogen substrate, Amplex Red glucose oxidase fluorescence | Potency, µM (doses to about 76.4 µM), inactives show top-dose activity change, negative = inhibition, most hits filed as inhibitors | 300,000 tested, 0.38% active | AID 2100, 2009;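 note: 0% = full enzyme reaction and -100% = no-enzyme basal signal; the screen sought inhibitors and activators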
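Recombinant human alpha-glucosidase (4 nM final) hydrolysed bovine liver glycogen (30 ug) for 40 min at 37 C in pH 5.0 citrate/phosphate with 0.01% Tween-20. Released glucose detected by glucose oxidase/Amplex Red, Ex 573/Em 610 nm. Compounds up to 77 uM; AC50 from Hill fits.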
The depositor's hits bear a star; i = inactive; ? = inconclusive; . = not tested or not shown; & = joins results of further samples; [ ] = another dose, or the depositor's remark. Unless noted, calls come from the whole dose curve; as a rule, active = well fitted curve in the direction sought with a large enough effect; inconclusive = small, poorly fitted or top-dose-only effect, or another doubt; inactive = no such curve, though single readings can be large; an effect the other way counts as inactive or inconclusive. Unless noted, % is set by controls: 0 for no effect and ±100 for the full control effect; potency is the fitted concentration of half-maximal effect. These rows are one share of the data; count on the stated rates, not on these rows.

SMILES	TRb SRC2 PPI	RGS12 GoLoco inh	RECQ1 helicase	TexasRed fluor	GAA inhib	GAA spleen mod	L3MBTL1 inh	GAA glycogen mod
Cc1occc1-c1nnc(SCC(=O)Nc2ccccc2)n1Cc1ccccc1	-1%	10%	-3%	2%	?	8%	-2%	4%
O=C(NC(=O)c1cc(OCC(F)(F)F)ccc1OCC(F)(F)F)Nc1ccccc1	-1%	6%	i	-3%	2%	3%	14%	4%
O=C(NC(=S)NCC1CCCO1)c1ccc([N+](=O)[O-])cc1 (stereo not drawn)	1%	-10%	i	-1%	8%	-5%	-8%	-8%
O=C(NNC(=S)Nc1ccccc1)c1ccc2ncccc2c1	-13%	1%	-18%	-2%	-9%	-2%	13%	?
O=C(NCCc1ccccc1)c1ccc(OCCOc2ccccc2)cc1	0%	6%	i	-7%	2%	-9%	9%	15%
CCOc1ccccc1-n1c(SCC(N)=O)nnc1-c1ccccc1	-6%	6%	0%	-1%	?	0%	-3%	-2%
O=C(COc1ccccc1)NCCSCc1ccccc1Cl	5%[53 µM]	5%	i	-1%[53 µM]	5%	-5%	24%	-6%
COc1cccc(CNC(=O)C2CCCN(S(=O)(=O)c3c(C)n[nH]c3C)C2)c1 (stereo not drawn)	3%	13%	i	1%	-2%	-3%	8%	7%
COc1ccccc1NS(=O)(=O)c1cc(NC(=O)c2ccccc2F)ccc1N1CCOCC1	5%	10%	i	-1%	-4%	1%	5%	-1%
O=C(CSc1ccccc1)NCc1ccc(F)cc1	0%	16%	-1%	-3%	11%	5%	4%	5%
CCOc1ccc(S(=O)(=O)NC2CCCCCC2)cc1	-10%	2%	-6%	1%	?	2%	10%	8%
O=C(N/N=C/c1sc(N2CCOCC2)nc1-c1ccccc1)c1ccc(O)cc1	-6%	22%	?	-8%	5%	1%	-9%	17%
CCNC(=S)Nc1ccc(-c2nc3ccccc3[nH]2)cc1	-4%	1%	i	1%	-7%	-4%	.	7%
O=C(CNC(=O)/C(=C\c1ccccc1)NC(=O)c1ccc(Br)cc1)OCc1ccccc1	-5%	1%	1%	-1%	-6%	-6%	-3%	-4%
Brc1ccccc1OCCCN1CCCCCC1	1%	2%	-8%	0%	.	0%	0%	-15%
CC(C)Cn1c(N)c(C(=O)COC(=O)/C=C/c2cccs2)c(=O)n(C)c1=O	-4%	3%	0%	-4%	-6%	10%	4%	2%
Cc1ccccc1N/C=C/C(=C(C#N)C#N)N(C)C	-10%	6%	?	2%	-1%	-1%	-1%	-11%
CCCCn1cnc2c1c(=O)[nH]c(=O)n2CCCC	3%	-6%	i	-7%	-1%	-4%	.	3%
Cc1cccc(OCCCN2C(=O)C(=O)c3cc(C)ccc32)c1	-1%	10%	-8%	0%	3%	2%	-29%	-1%
CCc1nnc(NC=C2C(=O)OC(C)(C)OC2=O)s1	-7%	3%	i	1%	1%	-10%	10%	-1%

Three neighbouring compounds from above, for reference:
SMILES	TRb SRC2 PPI	RGS12 GoLoco inh	RECQ1 helicase	TexasRed fluor	GAA inhib	GAA spleen mod	L3MBTL1 inh	GAA glycogen mod
Cc1occc1-c1nnc(SCC(=O)Nc2ccccc2)n1Cc1ccccc1	-1%	10%	-3%	2%	?	8%	-2%	4%
O=C(NC(=O)c1cc(OCC(F)(F)F)ccc1OCC(F)(F)F)Nc1ccccc1	-1%	6%	i	-3%	2%	3%	14%	4%
O=C(NC(=S)NCC1CCCO1)c1ccc([N+](=O)[O-])cc1 (stereo not drawn)	1%	-10%	i	-1%	8%	-5%	-8%	-8%

(next part)
SMILES	TRb SRC2 PPI	RGS12 GoLoco inh	RECQ1 helicase	TexasRed fluor	GAA inhib	GAA spleen mod	L3MBTL1 inh	GAA glycogen mod
CC(=O)OC[C@@H]1O[C@H](CCO/N=C(\C)CCN2CCCc3nc(C)c(C)cc32)C=C[C@@H]1OC(C)=O	1%[11.2 µM]	.	-5%[11.5 µM]	-3%[11.2 µM]	.	5%[17.4 µM]	.	.
O=C(Oc1cc(=O)oc2ccccc12)c1ccccc1	-2%	-1%	i	-1%	.	1%	14%	-1%
COc1ccc(C2CC(c3ccccc3)Oc3c(C)ccc(C)c32)cc1 (stereo not drawn)	-6%&-2%	.	-8%	-3%&-1%	.	-2%&0%	.	.
Clc1ccc(CSc2nnc(-c3cccnc3)o2)cc1	2%	2%	-8%	0%	-4%	-20%	9%	-5%
C/C(=N/NC(=O)c1cc(Cl)ccc1O)C12CC3CC(CC(C3)C1)C2	-10%	6%	-2%	-3%	-2%	-2%	2%	?
Cc1ccc(-c2nc3n(n2)Cc2ccccc2-3)cc1	-9%	13%	-4%	-2%	-2%	5%	4%	7%
O=C(c1cc2ccccc2oc1=O)N1CCN(CCc2ccccc2)CC1	6%	6%	i	-5%	0%	-3%	.	3%
CC(C)(C)NC(=O)CSc1nnc(-c2ccco2)n1Cc1ccco1	-2%	4%	-6%	-1%	3%	-5%	.	2%
COc1ccc(NC(=O)CCC(=O)N/N=C/c2cn(C)nc2C)cc1	-3%	-1%	-1%	1%	.	-11%	.	-1%
CC(C)(C)NC(=O)NCc1cccnc1	4%	0%	17%	0%	.	-5%	1%	6%
CC1(C)CC(NC(=O)c2coc(=O)c(Br)c2)CC(C)(C)N1	-12%	-4%	i	-3%	?	5%	5%	5%
CCOC(=O)N1CCC(NC(=O)CCC(=O)N2CCOc3ccccc32)CC1	-2%	0%	-5%	-3%	2%	-4%	-15%	-5%
Cc1ccc(C)c(N2CCN(C(=O)C3CCCN(S(=O)(=O)c4cnc[nH]4)C3)CC2)c1 (stereo not drawn)	-6%	2%	-4%	2%	-2%	0%	.	1%
CC(C)CNC(CC(=O)Nc1cccc([N+](=O)[O-])c1)C(=O)O (stereo not drawn)	1%	-3%	0%	-3%	-10%	-7%	3%	14%
COc1ccc(NC(=S)NC(NC(=O)c2cccc(C)c2)C(Cl)(Cl)Cl)c([N+](=O)[O-])c1 (stereo not drawn)	-19%	10%	-4%	-2%	-13%	-11%	-21%	-5%
CN(Cc1ccncn1)C(=O)CC1C(=O)NCCN1Cc1cccc(Oc2ccccc2)c1 (stereo not drawn)	9%	1%	-4%	1%	-11%	-9%	-16%	3%
Cc1cc(Nc2c(C)n(C)n(-c3ccccc3)c2=O)n2c(nc3cc(F)c(F)cc32)c1C#N	5%	5%	i	-1%	.	-5%	.	6%
NC(=O)c1ccc(NC(=O)c2cnc3ccccc3n2)cc1	1%	1%	i	-13%	-9%	2%	-6%	10%
Nc1nccc(/C=C/c2ccc(Cl)cc2)n1	-7%	4%	0%	-4%	.	6%	-2%	0%
O=C1NCC(c2ccccc2)C1C(=O)N/N=C\c1ccc(-c2ccc(Cl)c(Cl)c2)o1 (stereo not drawn)	0%	-1%	-10%	-7%	-2%	-2%	.	-7%
CC1(C)SC(=S)N(NC(=O)Nc2ccccc2)C1N(O)C(=O)Nc1ccccc1 (stereo not drawn)	-2%	-5%	-10%	3%	1%	-7%	-4%	-28%
O=C(NCCc1ccccc1)/C(=C\c1ccc([N+](=O)[O-])cc1)NC(=O)c1ccccc1	3%	.	-11%	-4%	-2%	-8%	-4%	-1%
Cc1ccccc1Cn1nnc(-c2cccc(C(=O)O)c2)n1	5%	7%	-1%	1%	?	1%	10%	4%
Cc1ccc(CNC(=O)CN2CCN(Cc3ccc(Cl)cc3)C2=O)cc1	-2%	-4%	-9%	-1%	1%	-7%	.	8%
COC(=O)c1ccc(-c2ccc(/C=N/N3C(=O)C4C5C=CC(C6CC56)C4C3=O)o2)cc1 (stereo not drawn)	0%	18%	-6%	-1%	10%	-5%	-13%	8%
CO/N=C(\c1nonc1N)N1CCN(c2ccc(Cl)cc2[N+](=O)[O-])CC1	5%	7%	-8%	-2%	5%	-9%	-29%	-10%
CC(=O)n1cc(C2C(=O)CCCC2=O)c2ccccc21	4%	1%	0%	2%	0%	2%	2%	-13%
COc1ccc(NC(=O)c2ccccc2NC(=O)NC2CCCCC2)cc1	4%	-1%	-14%	-2%	-2%	-6%	2%	-1%
COc1cccc(-n2nc(-c3ccnn3-c3ccc(F)cc3)c(=O)n(C)c2=O)c1	-13%	-5%	-4%	2%	-6%	2%	.	1%
Cn1c(C(=O)NC2CCCCCC2)cc2c(=O)n(C)c3ccccc3c21	6%	3%	-10%	2%	1%	0%	.	-4%
C=CCNC(=O)C1CCN(c2ccc(S(=O)(=O)N3CCOCC3)cc2[N+](=O)[O-])CC1	-6%	8%	i	-1%	-1%	-1%	-1%	11%
O=C(CCl)Nc1cccn2ncnc12	-15%	-12%	i	1%	-4%	5%	.	-3%
COc1ccc(CCNC(=O)CN(C)S(=O)(=O)c2cccs2)cc1OC	-3%	4%	23%	-1%	-7%	-5%	.	10%
O=C(NC(=S)N1CCN(Cc2ccccc2)CC1)c1cccnc1	-4%	4%	-7%	-7%	10%	7%	11%	-12%
O=c1[nH]c2ccccc2c(O)c1SCCO	3%	-7%	i	-3%	-3%	5%	12%	-3%
Cc1ccc(-c2nc3cccnc3o2)cc1NC(=O)COc1ccc(Cl)cc1C	-2%	10%	11%	1%	7%	2%	.	-6%

Single records, from the list above. Values in the order: TRb SRC2 PPI | RGS12 GoLoco inh | RECQ1 helicase | TexasRed fluor | GAA inhib | GAA spleen mod | L3MBTL1 inh | GAA glycogen mod
Profile of `CC1(C)SC(=S)N(NC(=O)Nc2ccccc2)C1N(O)C(=O)Nc1ccccc1` (stereo not drawn) = -2% | -5% | -10% | 3% | 1% | -7% | -4% | -28%
Profile of `COc1ccc(CCNC(=O)CN(C)S(=O)(=O)c2cccs2)cc1OC` = -3% | 4% | 23% | -1% | -7% | -5% | . | 10%
